Screening data (PubChem)
HP1b chromo inh: HTS for Inhibitors of HP1-beta Chromodomain Interactions with Methylated Histone Tails. AlphaScreen HP1-beta / biotin-H3K9me3 peptide binding. 390,000 compounds, 0.56% hits. Chromobox protein homolog 1 (Homo sapiens), P83916. AID 540317, 2011. Potency, µM (series often up to 114 µM), without a hit: at the highest dose activity change, negative = inhibition, actives largely listed as inhibitors; further: potency means the concentration at half of the fitted maximal effect; nearly all actives have a fitted effect of over 70% in size; inactives centre near 23
Target sequence (P83916 whole entry, looked up): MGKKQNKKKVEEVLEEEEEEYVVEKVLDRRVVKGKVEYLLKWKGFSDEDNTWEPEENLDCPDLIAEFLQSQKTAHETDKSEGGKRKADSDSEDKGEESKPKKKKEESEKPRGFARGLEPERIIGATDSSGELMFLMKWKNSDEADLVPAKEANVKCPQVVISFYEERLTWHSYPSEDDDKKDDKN
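HP1-beta protein (50 nM final) preincubated 30 min at room temperature with biotinylated H3(1-18)K9me3 peptide (50 nM) in PBS pH 7.4, 0.01% Tween-20, then compound added for 30 min. AlphaScreen streptavidin donor/nickel chelate acceptor beads (10 ug/mL final), 30 min dark, luminescence read.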
ERG Ets-DNA blk: qHTS for Small Molecule Inhibitors of the ERG Ets/DNA interaction | Transcriptional regulator ERG (Homo sapiens), P11308 | fluorescence polarization, His-ERG Ets domain / labelled DNA | Potency, µM (series often up to 76.9 µM), for the others: at the top dose FP activity, negative = inhibition, usual class: inhibitors | 370,000 compounds, 0.028% hits | AID 624246, 2012; active means well fitted inhibition curve with a large enough effect in the polarisation, with a control signal flat; inconclusive means small, poorly fitted or top-dose-only effect, or effect the other way, or a change in a side signal; inactive means no such curve, though single readings can be large or run the other way; the % refers to the polarisation;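 further: polarization taken with two DNA probes labelled with fluorescein and Texas red; potency means the concentration at half of the fitted maximal effect; % of control where 0% means no effect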
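His-tagged ERG Ets domain (1 uM in the protein solution; 300mM KCl, 50mM Tris-HCl, 1mM EDTA, 1mM DTT, pH 7.5) received compound, then a probe mix of 5 nM fluorescein-DNA and 100nM Texas-615-DNA. Fluorescence polarization was read for both dyes.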
12-LOX inh: Primary qHTS assay for inhibitors of human arachidonate 12S-lipoxygenase (ALOX12): Round 2. Polyunsaturated fatty acid lipoxygenase ALOX12 (Homo sapiens), P18054. purified 12hLO, xylenol orange hydroperoxide absorbance. Potency, µM (doses to about 108 µM), without a hit: at the highest dose activity change, negative = inhibition, most hits filed as inhibitors. 580,000 compounds, 1.1% hits. AID 1671190, 2021; further: potency means the concentration at half of the fitted maximal effect; on the % scale 0 is the no-effect control and ±100 the full control effect
Target sequence (P18054 whole entry, looked up): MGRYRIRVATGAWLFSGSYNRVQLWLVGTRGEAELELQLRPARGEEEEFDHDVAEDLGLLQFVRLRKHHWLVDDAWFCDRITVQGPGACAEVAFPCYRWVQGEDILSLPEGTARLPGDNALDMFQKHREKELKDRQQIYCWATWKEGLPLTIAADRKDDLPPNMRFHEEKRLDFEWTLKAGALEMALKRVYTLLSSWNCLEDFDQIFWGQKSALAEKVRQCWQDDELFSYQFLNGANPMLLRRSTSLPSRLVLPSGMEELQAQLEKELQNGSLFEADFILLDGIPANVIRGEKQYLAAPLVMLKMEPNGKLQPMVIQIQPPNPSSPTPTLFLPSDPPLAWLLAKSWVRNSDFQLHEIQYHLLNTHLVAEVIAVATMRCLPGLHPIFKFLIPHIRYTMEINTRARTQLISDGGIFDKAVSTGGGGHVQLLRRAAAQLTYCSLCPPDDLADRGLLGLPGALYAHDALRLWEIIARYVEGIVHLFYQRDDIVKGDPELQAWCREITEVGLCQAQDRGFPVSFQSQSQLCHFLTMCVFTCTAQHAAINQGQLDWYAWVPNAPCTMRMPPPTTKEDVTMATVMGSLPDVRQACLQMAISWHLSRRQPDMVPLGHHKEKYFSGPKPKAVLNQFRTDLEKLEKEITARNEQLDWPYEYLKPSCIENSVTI
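Purified human 12hLO (150 nM final) in 25 mM Hepes, 0.01% Triton X-100, pH 7.0 was preincubated 15 min at room temperature with compound. Then 40 uM arachidonic acid was added, 30 min. Hydroperoxide was read by Fe-XO absorbance ratio 573/405 nm.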
PI4K2A inh: qHTS for small molecular inhibitors of PI4K2A; purified PI4K2A, ADP-Glo luminescence, 1 h; stronger effect = lower value; activity change, negative = inhibition, % at 76.9 µM; 420,000 compounds, 0.13% hits; in the data active means activity change below about -50%; inconclusive means mostly about -30% to -49%;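 further: -100% = wells without enzyme as full effect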
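ADP-Glo luminescence measured ADP generated by PI4K2A enzyme (4 ug/mL before mixing) with 1.2 mM PI substrate (pre-mix) and 300 microM ATP (pre-mix). Tris pH7.5 buffer with MgCl2, Triton X-100; 1 h reaction at ambient temperature.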
GLS inhibitor: qHTS for Inhibitors of Glutaminase (GLS); Glutaminase kidney isoform, mitochondrial (Homo sapiens), O94925; GLS enzymatic activity, qHTS titration; Potency, µM (series often up to 45.5 µM), inactives show top-dose activity change, negative = inhibition, hits mostly inhibitors; 410,000 compounds, 0.21% hits; further: potency means the concentration at half of the fitted maximal effect; on the % scale 0 is the no-effect control and ±100 the full control effect
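Enzyme dispensed in phosphate buffer (45 mM, pH 8.2, 0.02% Tween-20), compounds pinned in, then 1 mM L-glutamine solution and the glutamate oxidase–HRP–Amplex Red mix added; fluorescence read immediately and again after 30 min at room temperature.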
RGS4 inh: Inhibitors of Regulator of G Protein Signaling (RGS) 4: qHTS | Regulator of G-protein signaling 4 (Homo sapiens), P49798 | Transcreener GDP fluorescence polarization, RGS4-accelerated GTP hydrolysis | Potency, µM (top dose mostly 114 µM), for inactives: at the top dose activity change, negative = inhibition, actives largely listed as inhibitors | 390,000 compounds, 0.039% hits | AID 504845, 2011; further: potency means the concentration at half of the fitted maximal effect; on the % scale 0 is the no-effect control and ±100 the full control effect; nearly all actives have a fitted effect of over 75% in size; some results filed as inactive show a strong effect at the top dose
Target sequence (P49798 whole entry, looked up): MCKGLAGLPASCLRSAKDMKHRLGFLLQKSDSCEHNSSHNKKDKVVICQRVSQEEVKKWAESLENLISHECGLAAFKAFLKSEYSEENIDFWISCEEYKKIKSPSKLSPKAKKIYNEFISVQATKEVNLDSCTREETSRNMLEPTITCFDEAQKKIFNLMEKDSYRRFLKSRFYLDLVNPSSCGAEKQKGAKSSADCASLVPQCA
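MLSMR compounds (23 nl, pin-transferred) preincubated 10 min at room temperature with a 500nM (2x) first reagent, then RGS4 at 900nM (2x) plus Transcreener GDP mix added; fluorescence polarization (620/688 nm) read before and after 90 min at 30 °C.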
G9a inh: qHTS Assay for Inhibitors of Histone Lysine Methyltransferase G9a. Histone-lysine N-methyltransferase EHMT2 (Homo sapiens), Q96KQ7. G9a H3K9 monomethylation, AlphaScreen, 2 h. Potency, µM (highest dose often 102 µM), for inactives: at the top dose activity, negative = inhibition, actives largely listed as inhibitors. 350,000 compounds, 8.8% hits; further: potency means the concentration at half of the fitted maximal effect; on the % scale 0 is the no-effect control and ±100 the full control effect; nearly all actives have a fitted effect of over 75% in size
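Signal arises when biotinylated H3K9 peptide, once monomethylated, bridges streptavidin donor and antibody-captured acceptor beads. Enzyme at 20 nM was preincubated 15 min with test compounds; peptide 500 nM and SAM 20 uM then reacted for 2 h.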
JMJD2A Tudor: qHTS Assay for Inhibitors of JMJD2A-Tudor Domain; AlphaScreen JMJD2A-Tudor / H3K4me3 peptide binding; Potency, µM (highest dose often 114 µM), inactives show at the highest dose activity change, negative = inhibition, usual class: inhibitors; 390,000 compounds, 4.4% hits; AID 504339, 2011; further: potency means the concentration at half of the fitted maximal effect; on the % scale 0 is the no-effect control and ±100 the full control effect; nearly all actives have a fitted effect of over 50% in size
BAZ2B inh: qHTS Assay for Inhibitors of BAZ2B; Bromodomain adjacent to zinc finger domain protein 2B (Homo sapiens), Q9UIF8; 360,000 compounds, 4.4% hits; AlphaScreen BAZ2B-H3K14Ac peptide displacement; Potency, µM (series often up to 114 µM), inactives show top-dose activity change, negative = inhibition, usual class: inhibitors; AID 504333, 2011; further: potency means the concentration at half of the fitted maximal effect; on the % scale 0 is the no-effect control and ±100 the full control effect; nearly all actives have a fitted effect of over 60% in size
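Complex of BAZ2B and biotin-H3K14Ac (50 nM apiece) forms over 30 min at RT, then faces library compounds up to 110 uM for another 30 min; AlphaScreen beads added, 20 min dark incubation, luminescence read.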
* hit, by the source's call; ? = inconclusive; nt = no result given; & = joins results of further samples; [ ] = remark or other dose. Unless noted, the call rests on the fitted dose curve; in most records, active means well fitted curve in the direction sought with a large enough effect; inconclusive means small, poorly fitted or top-dose-only effect, or another doubt; inactive means no such curve, though single readings can be large; an effect the other way counts as inactive or inconclusive. This is a subset (hit frequency here may not be typical).

SMILES	HP1b chromo inh	ERG Ets-DNA blk	12-LOX inh	PI4K2A inh	GLS inhibitor	RGS4 inh	G9a inh	JMJD2A Tudor	BAZ2B inh
c1cc(CNCCN2CCNCC2)ccn1	20.7%	7.3%	-2.5%	-4.0	-27.2%	14.4%	nt	-9.7%	nt
Cc1cc(C)cc(C(=O)NC(CC(N)=O)c2ccc(NCCN3CCOCC3)c([N+](=O)[O-])c2)c1 (stereo not drawn)	18.7%	1.7%	0.6%	-5.1	-1.5%	12.5%	?	-20.3%	-7.7%
N#C/C(=C\c1ccccc1OCc1ccc(C(=O)O)cc1)c1ccccc1	23.1%	11.9%	-29.5%	-4.6	12.2%	8.2%	-40.2%	-16.1%	-10.2%
CC(C)(C)c1ccc(C(=O)NNC(=O)c2cccc(Br)c2)cc1	24.8%	0.8%	7.3%	-1.1	1.2%	26.9%	7.4%[59 µM]	-16.7%	10.7%
CCOC(=O)NC(Nc1ccc(OC)cc1)(C(F)(F)F)C(F)(F)F	10.3%	-2.1%	-9.8%	0.7	19.9%	7.9%	-1.6%[59 µM]	-19.6%	2.0%
CCOCCCNC(=S)N1CCC(C(=O)c2ccc(C)cc2)CC1	38.4%	-11.2%	-6.1%	-4.9	2.2%	-2.7%	-9.0%	-9.5%	-2.7%
CCC(c1nnnn1C1CCCCC1)N1CCN(C(=O)c2ccco2)CC1 (stereo not drawn)	?	14.5%	-24.3%	1.7	-9.1%	-1.1%	?	-2.8%	2.1%
CC(=O)c1cccc(OCc2cc(C(=O)N3CCSCC3)no2)c1	?	-3.3%	1.9%	1.4	-3.7%	-0.4%	nt	-4.2%	-13.5%
O=C(COC(=O)CNC(=O)c1ccccc1)NC1CCCCC1	25.9%	18.3%	-13.8%	-4.6	-10.1%	-17.2%	5.5%[2.33 µM]	-7.5%	2.6%
COCCn1c(SCC(=O)Nc2cc(Cl)ccc2OC)nc2c(c1=O)SC(C)C2 (stereo not drawn)	14.6%	-0.7%	?	0.8	11.4%	17.0%	4.3%[59 µM]	-29.9%	-9.1%
CC(=O)Nc1ccc2c(CSc3nncs3)cc(=O)oc2c1	4.4%	5.4%	0.0%	-8.6	15.1%	18.4%	?	-15.9%	-30.8%
CCC(=O)Nc1ccc(Cl)c(-c2nc3ncccc3o2)c1	16.6%	4.6%	1.6%	0.5	-0.1%	-9.7%	-17.5%	-1.1%	-34.4%
O=C(NC(=S)Nc1ccc([N+](=O)[O-])cc1O)C1CCCCC1	2.9%	7.7%	-14.0%	-7.4	29.7%	25.5%	-13.4%[12.7 µM]	-33.3%	-11.6%
COc1cccc(OC)c1C(=O)O/N=C(\N)c1ccncc1	22.8%	16.0%	91.1%[activator]	0.4	-5.7%	12.9%	nt	-8.0%	3.1%
O=C(Nc1ccc(C(=O)N2CCOCC2)cc1)Nc1ccc(Cl)cc1Cl	35.4%	-0.8%	0.0%	-6.6	-4.9%	-9.7%	0.9%	-5.5%	-20.8%
c1ccc(CSc2ccc(-c3ccccn3)nn2)nc1	-4.5%	3.4%	0.0%	-11.0	-0.2%	-7.7%	46.9%	?	4.47µM*
CCN(C(=O)Cn1ccc(C(F)(F)F)n1)c1c(N)n(Cc2ccccc2)c(=O)[nH]c1=O	23.5%	nt	-64.5%	-1.6	3.8%	12.3%	-6.4%[12.7 µM]	-3.6%	-2.4%
CCCC(=O)Nc1ccc(C(=O)/C=C/c2ccc(SC)cc2)cc1	16.4%	0.2%	0.4%	10.0	1.7%	-46.8%	nt	-12.8%	-6.1%
COc1ccc(C2CC(c3ccc(Br)cc3)=NN2C(=O)c2cccnc2)cc1 (stereo not drawn)	-1.0%	-3.5%	?	-1.3	0.4%	-33.6%	?	-32.9%	?
CCNC(=S)NCc1ccco1	27.5%	nt	-17.9%	-0.2	2.0%	2.5%	-17.4%[59 µM]	-4.8%	-1.5%
Cc1noc(C)c1CCC(=O)O	31.7%	0.3%	-1.8%	1.5	-2.1%	-3.1%	-42.4%	-7.6%	-15.4%
Clc1ccc(N2CCN(c3ncnc4c3oc3ccccc34)CC2)cc1	2.1%	nt	-0.9%	0.9	-4.9%	-7.2%	-2.5%	-6.6%	1.1%
CCOCCc1nnc(NC(=O)Cc2ccccc2)s1	31.6%	1.4%	-2.8%	-3.6	8.9%	1.7%	-3.0%[12.7 µM]	10.3%	2.1%
O=C(Cn1ccc2ccccc2c1=O)NCC(=O)Nc1ccc(F)cc1F	7.1%	-5.3%	-9.2%	1.8	5.9%	1.7%	4.1%	6.4%	3.3%
COc1ccc(NC(=O)C2C3C=CC(C3)C2C(=O)NCc2ccco2)c(OC)c1 (stereo not drawn)	18.2%	-2.3%	-4.2%	-3.3	2.7%	-1.2%	-1.7%[59 µM]	-6.5%	-7.8%
Next part:
SMILES	HP1b chromo inh	ERG Ets-DNA blk	12-LOX inh	PI4K2A inh	GLS inhibitor	RGS4 inh	G9a inh	JMJD2A Tudor	BAZ2B inh
CCOC(=O)c1ccc(NC(=O)COc2ccc(S(=O)(=O)N3CCCC3)cc2)cc1	8.6%	nt	-30.7%	1.3	13.4%	-0.9%	?	-14.5%	7.0%
CCOC(=O)C1=C(C)N(C)C(=S)NC1c1ccccc1Cl (stereo not drawn)	11.4%	6.6%	?	4.6	12.7%	10.5%	46.9%[12.7 µM]	-17.0%	-7.6%
O=C(OCC(=O)C12CC3CC(CC(C3)C1)C2)c1cnccn1	19.3%	7.2%	?	0.7	10.5%	6.8%	nt	-10.3%	0.9%
CC(C)(C)c1cc(CN2CCCC(O)C2)c(O)c(C(C)(C)C)c1 (stereo not drawn)	8.9%	-3.6%	?	1.2	3.9%	-6.1%	?	?	79.4µM*
CCOC(=O)c1cnn(-c2cccc(Cl)c2)c1N	18.0%	-5.3%	-14.0%	1.3	nt	24.6%	-4.9%[59 µM]	3.2%	5.1%
Cn1nnnc1SCC(=O)N1CCc2ccccc2C1	54.7%	5.7%	-11.1%	5.1	-3.9%	-14.5%	7.4%	2.8%	-3.9%
COc1ccc(NC(=O)c2cnc(Nc3ccc(C)c(Cl)c3)c3ccccc23)c(OC)c1	32.2%[activator]	-1.6%	2.0%&-20.4%	2.1	-3.7%	0.5%	-0.5%[59 µM]	2.0%	2.1%
O=C1SCCc2c1n(Cc1ccccc1)c1ccccc21	106.7%[activator]	4.7%	110.0%[activator]	-2.7	4.6%	-10.4%	66.4%[activator][59 µM]	58.7%[activator]	50.9%[activator]
CCOC(=O)c1cnc(SCC(=O)Nc2nnc(CC)s2)nc1N	25.7%	1.4%	8.1%[57.4 µM]	1.3	0.2%	-18.6%	0.8%	-1.8%	12.3%
Cc1ccccc1-n1nc2c(c1NC(=O)C1CCCC1)CS(=O)(=O)C2	235.8%[activator]	15.5%	11.4%	-1.4	0.5%	-7.1%	?	186.4%[activator]	4.2%
Cc1ccc(CNCCCSc2ncccn2)cc1	28.5%	-11.2%	0.0%	4.7	-2.4%	10.2%	0.0%	-11.0%	4.5%
CCN(CCNC(=O)CS(=O)(=O)Cc1nc(-c2cccc(OC)c2)oc1C)c1ccccc1	-13.3%	-2.0%	0.0%	0.6	33.0%[activator]	-44.7%	?	?	?
COc1ccc(NC(=O)CCSc2ccc(F)cc2)cc1	35.6%	4.9%	1.9%	0.0	2.3%	7.4%	-35.3%	-15.1%	13.7%
Cc1ccc(-n2nc(C)c(C(=O)O)n2)c(C)c1	8.3%	-2.0%	1.3%	1.1	5.0%	8.4%	79.4µM*	-10.1%	-4.3%
Cc1[nH]c2ccc(F)cc2c(=O)c1SC(F)(F)C(F)F	-0.4%	-0.4%	24.2%	-11.3	7.9%	-9.9%	-13.3%[59 µM]	-1.6%	3.7%
CCN1CCN(C(c2cccs2)C(C)NC(=O)c2cccc(OC)c2OC)CC1 (stereo not drawn)	1.1%	-2.4%	-9.9%	-0.2	1.9%	24.0%	8.5%[12.7 µM]	-17.6%	-5.7%
S=C(NCCOCCOCCNC(=S)Nc1ccccc1)Nc1ccccc1	8.8%	1.0%	?	4.5	1.3%	-19.8%	-44.7%[59 µM]	?	-25.4%
S=c1[nH]nc(CSCc2ccc(Cl)cc2Cl)n1-c1ccccc1	-22.3%	-1.3%	28.2µM*	-2.7	-23.0%	-11.0%	?	?	?
COc1cc(OC)cc(C(=O)O/N=C(\N)c2cccc(C)c2)c1	92.5%[activator]	-12.7%	0.0%	0.2	1.2%	4.1%	156.9%[activator]	76.2%[activator]	109.5%[activator]
